CD40 NFkB inh = CD40 pathway inhibition in BL2 cells | inhibition, % at 10 µM | BL2 NF-kB luciferase reporter, CD40L-induced, 4 h | AID 1053188 | 83,000 compounds, 0.94% hits;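 active = mean inhibition of at least 50% with a set share of replicates also reaching that level; inconclusive = no clear call, values can overlap the other calls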;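 note: 0% = neutral control wells and 100% = IKK inhibitor VII at 50 µM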
* hit, by the source's call; ? = inconclusive; & = joins results of further samples; [ ] = another dose, or the depositor's remark. Some of the compounds tested; rates above refer to the full screens.

#	molecule	CD40 NFkB inh
1	COc1ccc(CCN(C)C(=O)COC(=O)/C=C/c2ccc(C)o2)cc1OC	-13
2	O=S(=O)(c1ccccc1)N1CCN(c2nc3ccccc3s2)CC1	-6
3	CCCCOC(=O)Nc1nc(CC(=O)OCC)cs1	-27
4	CCOC(=O)c1ccc(C(=O)OCC)nc1	4
5	O=C(NCc1ccccn1)c1ccc(N2CCCC2=O)cc1	-32
6	C[C@H]1CN(C)C(=O)Cc2cc(N)ccc2O[C@H]1CN(C)S(C)(=O)=O	-7
7	O=C(CN1C(=O)c2cccc3cccc(c23)C1=O)N1CCN(c2ccccn2)CC1	5
8	Cc1ccc(S(=O)(=O)N2CCOCC2)cc1C(=O)Nc1cc(Cl)ccc1N1CCOCC1	4
9	O=C(N/N=C/c1ccncc1)c1cc(Br)ccc1OCc1ccccc1	16
10	CCCCN(C)C(=O)c1nc2ccccn2c1CN1CCC[C@H]1CO	5
11	CN1Cc2c(N3CCOCC3)nc(SCc3ccccc3)c(C#N)c2CC1(C)C	1
12	O=C(Cn1c(N2CCN(C/C=C/c3ccccc3)CC2)nc2ccccc21)c1ccccc1	-1
13	CS(=O)(=O)Nc1ccc2c(c1)[C@@H]1C[C@H](CC(=O)NC3CCCC3)O[C@@H](CO)[C@@H]1O2	4[25 µM]
14	Cc1c(C(=O)N/N=C/c2ccncc2)nnn1-c1nonc1N	1
15	O=C(NCc1ccccc1Cl)c1csc([C@@H]2C[C@H](O)[C@@H](CO)O2)n1	11
16	CCCN1[C@@H]2c3ccc(-c4ccncc4)c(=O)n3C[C@H]1[C@H](CO)[C@H]2C(=O)NCC1CC1	0[25 µM]
17	O=C(NCC(c1cccs1)N1CCOCC1)c1ccc(OCc2ccccc2)cc1 (stereo not drawn)	-8
18	O=C(Oc1cccc(OC(=O)c2ccco2)c1)c1ccco1	8
19	Clc1ccc(-c2noc(CN(Cc3ccccn3)CC3CCCO3)n2)cc1 (stereo not drawn)	-1
20	O=C(Nc1nc2c(s1)CCCC2)C1CCCN1C(=O)c1cccs1 (stereo not drawn)	16
21	CCCN1CCN(S(=O)(=O)c2cn(C)nc2C)CC1	4
22	O=C1CC(N2CCN(C(c3ccccc3)c3ccccc3)CC2)C(=O)N1 (stereo not drawn)	6
23	COc1ccc(-n2nc(C)cc2Nc2ccccc2C(=O)O)cc1	6
24	CC[C@H](C)[C@H](NC(=O)OCc1ccccc1)C(=O)OCC(=O)Nc1ccc(N2CCOCC2)cc1	10
25	C[C@@H]1C[C@H]2[C@@H]3CCC4=CC(=O)C=C[C@]4(C)[C@@]3(F)[C@@H](O)C[C@]2(C)[C@H]1C(=O)CO	?
26	CCCNC(=O)c1ccc(Cl)cc1Cl	0
27	CCC(=O)N1[C@H](CO)[C@H](c2ccccc2)[C@H]1CN(C(C)C)S(C)(=O)=O	-1[25 µM]
28	CCCCNC(=O)Nc1nnc(C(C)(C)C)s1	-37
29	O=C(COC(=O)Cn1cc(C(F)(F)F)ccc1=O)Nc1ccc(Br)cc1F	5
30	CCCCCC(=O)NCc1c(C(F)(F)F)nn(C)c1N1CCOCC1	31

Next section, overlapping the part above by 3 compounds.
#	molecule	CD40 NFkB inh
28	CCCCNC(=O)Nc1nnc(C(C)(C)C)s1	-37
29	O=C(COC(=O)Cn1cc(C(F)(F)F)ccc1=O)Nc1ccc(Br)cc1F	5
30	CCCCCC(=O)NCc1c(C(F)(F)F)nn(C)c1N1CCOCC1	31
31	N#Cc1cccc(-c2ccc(C3[C@H]4CNC[C@@H]3N4S(=O)(=O)c3ccccc3F)cc2)c1 (stereo partly drawn)	10[25 µM]
32	CC(=O)NCCC(=O)Nc1cc(S(=O)(=O)N2CCOCC2)ccc1N1CCOCC1	-3
33	O=C(COc1ccc(F)cc1)Nc1nnc(-c2ccncc2)s1	-2
34	CO[C@H]1CN(C)C(=O)c2cc(NC(=O)c3ccc(F)cc3)ccc2OC[C@H](C)N(C(=O)CC2CC2)C[C@H]1C	-4[25 µM]
35	O=C(NCc1ccccn1)c1cccc(NS(=O)(=O)c2ccccc2)c1	-3
36	COC(=O)c1ccc(CSc2nncn2C)cc1	-54
37	C/C=C/c1ccc([C@H]2[C@@H](CO)N(CCC)[C@H]2CNC(=O)CN2CCOCC2)cc1	-2[25 µM]
38	O=C(OCC(=O)c1ccc[nH]1)c1cncc(Br)c1	-9
39	CCNC(=O)COC(=O)c1csc2c1CCCC2	-14
40	O=C(N[C@@H]1CC[C@H](CCn2cc(C3CCCC3)nn2)O[C@@H]1CO)c1cccnc1	-15
41	CC(=O)c1ccc(N2CCN(c3ncccn3)CC2)cc1	-77
42	c1ccc(-c2onc3cc4c(cc23)OCCO4)cc1	-134
43	O=C(CCCN1C(=O)/C(=C\c2cccs2)SC1=S)Nc1ccccn1	3
44	O=C(COC(=O)c1ccc(O)cc1O)NC(=O)NCc1ccccc1	7
45	O=C(Nc1ccccc1)c1cn2ccccc2n1	69*
46	O=C(CSc1nc(=O)n(CCN2CCOCC2)c2c1CCCC2)Nc1ccc([N+](=O)[O-])cc1	-2
47	C[C@H]1CN([C@@H](C)CO)C(=O)CCCn2cc(nn2)CO[C@H]1CN(C)C(=O)c1ccncc1	-1[25 µM]
48	CCOC(=O)c1c[nH]c2c(C(F)(F)F)cccc2c1=O	4
49	CCCCN(C(=O)C1=NN(c2cc(C)ccc2C)C(=O)CC1)c1c(N)n(CCC)c(=O)[nH]c1=O	6
50	CC(C)NC(=O)N1[C@@H](CO)[C@@H]2c3ccccc3NC[C@@H]21	17[25 µM]
51	CC(C)(C)c1nc[nH]c(=O)c1Br	5
52	O=C(c1ccccc1)N(C(=O)c1ccccc1)N1CCCC1	5
53	O=C(CN1C(=O)COc2ccccc21)NCCN1CCOCC1	13
54	O=C(CC12CC3CC(CC(C3)C1)C2)N1CCN(S(=O)(=O)c2cccs2)CC1	7
55	CCOc1ncccc1C(=O)Nc1ccccc1N1CCOCC1	4
56	CCCCNC(=O)Nc1cc(C(=O)OC)ccc1Cl	2
57	O=C(O)Cc1n[nH]c(=O)c2ccccc12	3
58	CCCNC(=O)[C@@H]1[C@@H](CO)[C@@H]2Cn3c(ccc(-c4cccnc4)c3=O)[C@@H]2N1C(=O)c1ccccc1F	-9[25 µM]
59	CO[C@H]1CN(C)C(=O)c2ccc(NC(=O)c3nc4ccccc4s3)cc2OC[C@@H](C)N(Cc2cccnc2)C[C@@H]1C	39[25 µM]
60	C[C@H]1CN([C@@H](C)CO)C(=O)c2ccccc2-c2ccccc2CO[C@@H]1CN(C)CC1CC1	-19[25 µM]
61	COc1cccc(CC(=O)OCC(=O)NCC(=O)Nc2cccc(C)c2C)c1	4
62	COCCNC(=O)C[C@@H]1C[C@H]2c3cc(NC(=O)CN(C)C)ccc3O[C@H]2[C@H](CO)O1	-5[25 µM]
63	O=C(N[C@@H]1CC[C@@H](CC(=O)N2CCOCC2)O[C@H]1CO)c1cccc(F)c1	5[25 µM]
64	O=C(COC(=O)C1CC2C=CC1C2)Nc1ccc2c(c1)OC(F)(F)O2 (stereo not drawn)	-8
65	Cc1c(C(=O)N2CCOCC2)[nH]c2ccc(OCc3ccccc3)cc12	-3
66	CCCCCNC(=O)CN(c1ccc2c(c1)OCO2)S(C)(=O)=O	2
67	CC(C)(O)C#Cc1ccc([C@H]2[C@H](CO)N3CCCCN(S(C)(=O)=O)C[C@@H]23)cc1	-7[25 µM]
68	COc1ccc(CCNc2oc(Cc3cccc4ccccc34)nc2C#N)cc1OC	1
69	Cc1nc2ccc(C(=O)N3c4ccccc4CC3C)cc2s1 (stereo not drawn)	6
70	CC(=O)c1c(C)[nH]c(C(=O)Nc2cccc(S(=O)(=O)N(C)c3ccccc3)c2)c1C	0
71	Cc1ccc(-c2nnnn2CS(=O)(=O)c2ccccc2)cc1	-28
72	C[C@@H]1CN([C@@H](C)CO)C(=O)c2cccc(NC(=O)C3CCCCC3)c2O[C@@H]1CN(C)S(C)(=O)=O	-6[25 µM]
73	CCc1nnc(NC(=O)Cn2c(=O)oc3ccccc32)s1	8
74	Cc1ccccc1-c1ccc2c(c1)O[C@H](CN(C)C(=O)Nc1ccc(C(F)(F)F)cc1)[C@H](C)CN([C@@H](C)CO)S2(=O)=O	29[25 µM]
75	CCN(CC)c1ccc(/C=N/NC(=O)c2ccc(O)cc2)cc1	-10[25 µM]
76	O=C(CCc1nc2ccccc2c(=O)[nH]1)N1CCCc2ccccc21	-16
77	CC1=CC(C)C(C[N+]2(C)CCCCC2)C(C)C1 (stereo not drawn)	7
78	O=C(C[C@H]1C=C[C@H](NC(=O)CCN2CCCCC2)[C@@H](CO)O1)Nc1nccs1	-5[25 µM]
79	O=C(N/N=C1\CCCc2c1[nH]c1ccc([N+](=O)[O-])cc21)c1ccncc1	-8
80	CNC(=O)C(NC(=O)CNC(=O)c1ccc(Cl)cc1)C(C)(C)C (stereo not drawn)	0
81	O=C(c1ccc(F)cc1)c1cccc(C(=O)c2ccc(F)cc2)n1	5
82	CC(NC(=O)c1cccc(F)c1)C(c1cccs1)N1CCN(C)CC1 (stereo not drawn)	7
83	CC(C)N(C(=O)COC(=O)c1ccc(Cl)c(S(N)(=O)=O)c1)C(C)C	2
84	Cc1ccc(C)c(NCCC#N)c1	7
85	CN(C)CC(=O)N[C@H]1CC[C@H](CCNC(=O)C2CCC2)O[C@H]1CO	6[25 µM]
86	COC(=O)c1cnn2c3c(c(C)nc12)CCCC3	-3
87	COc1cc(OC)cc(C(=O)NC(C(=O)Nc2ccc(N3CCOCC3)cc2)C(C)C)c1 (stereo not drawn)	-14
88	CCC(C)(C)NC(=O)Cc1ccccc1OC	5
89	COc1ccc(-c2nc(C(=O)N3CCN(C)CC3)sc2-c2ccc(OC)cc2)cc1	-10[25 µM]
90	O=C(O)C[C@H]1C=C[C@@H](NC(=O)Nc2cc(F)ccc2F)[C@@H](CO)O1	-6[25 µM]

Reprinted from the part before: three compounds, followed by the next part.
item	Molecule	CD40 NFkB inh
88	CCC(C)(C)NC(=O)Cc1ccccc1OC	5
89	COc1ccc(-c2nc(C(=O)N3CCN(C)CC3)sc2-c2ccc(OC)cc2)cc1	-10[25 µM]
90	O=C(O)C[C@H]1C=C[C@@H](NC(=O)Nc2cc(F)ccc2F)[C@@H](CO)O1	-6[25 µM]
91	Cc1nc2c(sc3nc4c(cc32)COC(C)(C)C4)c(=O)o1	12
92	O=C(O)c1ccccc1NC(=S)NC(=O)c1sc2ccccc2c1Cl	2
93	O=C(N[C@H]1CC[C@@H](CCn2cc(-c3ccccc3F)nn2)O[C@H]1CO)c1ccc2c(c1)OCO2	2[25 µM]
94	O=C(COC(=O)CSc1ccc(Cl)cc1)NCCc1ccccc1	3
95	Fc1cccc2sc(Nc3nc4ccccc4s3)nc12	-20
96	CC1CC(C)(C)CC2(C1)NC(=O)N(CC(=O)NCCc1ccc3c(c1)OCCO3)C2=O (stereo not drawn)	6
97	O=C(CN1C(=O)NC(Cc2ccccc2)C1=O)Nc1ccccc1 (stereo not drawn)	-19
98	Cc1nc2c(o1)CCc1ccccc1C2N1CCN(C)CC1 (stereo not drawn)	5&7
99	CC1CCN(S(=O)(=O)c2ccc3c4c2CC(=O)N4CC(C)S3)CC1 (stereo not drawn)	5
100	Cc1ccccc1NCC(=O)Nc1cc(S(=O)(=O)N2CCCCC2)ccc1C	1
101	O=C(c1cc(C2CC2)nn1-c1ccccc1)N1CCN(c2ccc(O)cc2)CC1	-12
102	Cc1ccc(S(=O)(=O)N2CCCCC2)cc1NC(=O)COC(=O)c1ccc(O)cc1	3
103	COc1cc(C(=O)NCC(c2ccccc2)N(C)C)ccc1OCC(=O)N1CCOCC1 (stereo not drawn)	4
104	CC(=O)[C@@H]1[C@@H](C(=O)c2ccc(C)cc2)[C@]2(C(=O)Nc3ccccc32)[C@H]2C=Cc3cc(F)ccc3N12	23
105	C[C@@H]1CN([C@H](C)CO)C(=O)c2cc(C#CC3(O)CCCC3)cnc2O[C@H]1CN(C)C(=O)Cc1ccccc1	-9[25 µM]
106	C[C@H](CO)N1C[C@H](C)[C@@H](CN(C)Cc2ccccc2)OCc2ccccc2-c2c(n(C)c3ccccc23)C1=O	22
107	CCN(CC(=O)NCc1cccs1)C(=O)c1ccc(Cl)c(Cl)c1	13
108	Nc1nccnc1C(=O)N/N=C/c1ccco1	-44
109	O=C(O)C1c2ccccc2C(=O)N(Cc2ccc(F)cc2)C1c1ccncc1 (stereo not drawn)	10
110	COc1ccccc1CCN1CCCC(CN(C)C(=O)c2ccoc2)C1 (stereo not drawn)	17

Molecules above that have a nitro group on carbon:
item	Molecule	CD40 NFkB inh
46	O=C(CSc1nc(=O)n(CCN2CCOCC2)c2c1CCCC2)Nc1ccc([N+](=O)[O-])cc1	-2
79	O=C(N/N=C1\CCCc2c1[nH]c1ccc([N+](=O)[O-])cc21)c1ccncc1	-8

(list continues)
item	Molecule	CD40 NFkB inh
111	O=C(C[C@@H]1CC[C@@H]2NC[C@@H](O)COC[C@H]2O1)Nc1ccc(-c2ccccc2)cc1	-5[25 µM]
112	CN(Cc1ccccc1)C(=O)c1ccccc1NC(=O)c1ccco1	5
113	O=C(O)CSCC(=O)N1CCN(S(=O)(=O)c2ccccc2)CC1	17
114	O=C(c1ccccc1CCc1ccccc1)N1CCOCC1	4
115	CCc1ccc(OCC(=O)NNC(=O)C2CCC2)cc1	6
116	Cc1ccoc1C(=O)N1CCCC(CCC(=O)N2CCN(c3ccccn3)CC2)C1 (stereo not drawn)	8
117	CC(C)NCCOCCOc1ccc(Cl)cc1Br	6
118	COc1ccc(C[C@H]2CCn3nncc3COCCCNC2=O)cc1	-2[25 µM]
119	C[C@@H]1CCCCO[C@@H](CN(C)S(=O)(=O)c2ccc(F)cc2)[C@@H](C)CN([C@@H](C)CO)C(=O)c2cc(N(C)C)ccc2O1	0[25 µM]
120	O=C(COc1ccccc1-c1ccccc1)NCc1ccco1	3
121	O=C(Oc1ccc(OC(=O)N2CCCCC2)cc1)N1CCCCC1	-13
122	COc1ccc(OC(=O)c2cn(C)nc2C(F)(F)F)cc1	-26
123	O=C1CCCN2N=C(SCC(=O)Nc3nc4ccccc4s3)SC2=N1	7

Some values from the results shown:
For CD40 NFkB inh, compound 84 has 7
For CD40 NFkB inh, compound 114 has 4
For CD40 NFkB inh, compound 90 has -6[25 µM]
